Screening results: PubChem, National Center for Advancing Translational Sciences (NCATS)
a7 integrin act – activates integrin-mediated alleviation for muscular dystrophy; alpha7betagal myoblasts, beta-gal FDG fluorescence, 48 h; 350,000 compounds, 0.064% hits; Potency, µM (top dose mostly 38.3 µM), for the others: top-dose activation, hits mostly activators;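 note: potency is the fitted concentration of half-maximal effect; 100% = response of the positive control SU9516; nearly all actives have a fitted effect of over 60% in size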
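alpha7betagal+/- myoblasts (passage 13, 250/well) treated 48 h at 37C with compounds at 1:260 dilution of DMSO stock. Lysed, then beta-galactosidase activity read as FDG fluorescence (ex 480/em 540) after 30 min, with pre-read for autofluorescence.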
S-ASM inh – inhibitors of human secretory acid sphingomyelinase | P17405 | placental ASM, HMU-PC fluorogenic substrate, 60 min | Potency, µM (titrated, usually from 57.5 µM), inactives show top-dose activity change, negative = inhibition, most hits filed as inhibitors | 340,000 compounds, 0.006% hits | AID 504937; note: potency is the fitted concentration of half-maximal effect
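Steps: dispense placental human ASM, pin compound, wait 10 min at room temperature, add HMU-PC0 substrate at 9 uM final, incubate 60 min at 37 °C, add stop solution raising pH to 10, read fluorescence.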
CXXC DNA block – MLL CXXC-DNA interaction inhibition. 290,000 compounds, 0.037% hits. AID 2662. MLL-CXXC / FITC-HOXA9 DNA fluorescence polarization. Q03164. Potency, µM (highest dose often 115 µM), for inactives: top-dose activity change, negative = inhibition, most hits filed as inhibitors; active = well fitted inhibition curve with a large enough effect in the polarisation, with a control signal flat, not every such curve was filed as active; inconclusive = small, poorly fitted or top-dose-only effect, or effect the other way, or a change in a side signal; inactive = no such curve, though single readings can be large or run the other way; the % refers to the polarisation; note: potency is the fitted concentration of half-maximal effect
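Fluorescence polarization: 7 uM MLL-CXXC (stock) preincubated 5 min with compounds, then 50 nM fluorescein-HOX-A9 DNA (stock) added; 30 min ambient. Buffer 50 mM Tris-HCl pH 7.5, 50 mM NaCl, 1 mM DTT, 0.05% BSA.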
TRPV1 agonist – activates the human vanilloid receptor TRPV1; TRPV1-expressing cells, Fluo-8 calcium influx, agonist mode; 320,000 compounds, 0.19% hits; activation, % at 8.33 µM; Q8NER1; AID 540275; in the data active = activation above about 80%; inconclusive = between about 30% and that limit; note: 0% is about no effect
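Fluo-8 calcium influx in TRPV1-expressing cells, kinetic read (ex 480/em 520 nm). Compound added and read 3 min for agonist activity, followed by capsaicin at EC20 final and 2 min further read for enhancement.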
MBNL1-CUG inh – MBNL1-poly(CUG) RNA binding inhibition; Q9NR56; TR-FRET MBNL1-His/biotin-(CUG)12 binding, 665/545 ratio; Potency, µM (series often up to 57.5 µM), without a hit: top-dose activity change, negative = inhibition, actives largely listed as inhibitors; 280,000 compounds, 0.036% hits; active = well fitted inhibition curve with a large enough effect in the signal ratio, with a control signal flat, not every such curve was filed as active; inconclusive = small, poorly fitted or top-dose-only effect, or effect the other way, or a change in a side signal; inactive = no such curve, though single readings can be large or run the other way; the % refers to the signal ratio; note: potency is the fitted concentration of half-maximal effect; % is set by controls: 0 for no effect and ±100 for the full control effect
Target sequence (Q9NR56 whole entry, looked up): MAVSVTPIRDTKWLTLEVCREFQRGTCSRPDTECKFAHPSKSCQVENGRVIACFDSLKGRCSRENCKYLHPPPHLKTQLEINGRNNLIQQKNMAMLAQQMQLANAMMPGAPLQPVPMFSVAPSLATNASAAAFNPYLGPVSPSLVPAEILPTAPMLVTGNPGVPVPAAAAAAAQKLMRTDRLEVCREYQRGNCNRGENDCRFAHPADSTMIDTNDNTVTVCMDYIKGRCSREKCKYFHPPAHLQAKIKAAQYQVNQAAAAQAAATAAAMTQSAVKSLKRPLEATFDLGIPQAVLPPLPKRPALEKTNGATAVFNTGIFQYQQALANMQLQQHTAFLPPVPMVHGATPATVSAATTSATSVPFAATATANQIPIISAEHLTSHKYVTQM
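TR-FRET readout: Ex 340 nm, 665/545 nm emission ratio, normalized to buffer-only (basal) and MBNL1-(CUG)12 controls. Complex of MBNL1-His with Biotin-(CUG)12, compounds 92 nM–58 uM, incubated 60 min at room temperature.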
A-T KAP1 phos – potential ataxia-telangiectasia treatments restoring KAP-1 phosphorylation; […] A-T fibroblasts, KAP-1 phosphorylation AlphaLISA; neocarzinostatin DNA damage 30 min before lysis; Potency, µM (highest dose often 57.5 µM), for inactives: at the highest dose activation, usual class: activators; 320,000 compounds, 0.19% hits; note: potency is the fitted concentration of half-maximal effect; % of control where 0% means no effect; nearly all actives have a fitted effect of over 45% in size
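ATM-like activity read as KAP-1 phosphorylation via AlphaLISA donor/acceptor antibody pairs after lysis and 6 hr at 25C. Cells were ATM-null patient fibroblasts ([…], hTERT), dosed 60 min, then exposed to the DSB inducer NCS for 30 min.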
hERG WT inh – KCNH2 (human, wildtype) channel inhibition; activity change, % at 1.84 µM; 340,000 compounds, 0.37% hits; Q12809; AID 720551; U2OS, BacMam KCNH2, thallium flux FluxOr; active compounds read low;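 active = maximum activity change below -70%; inconclusive = maximum activity change between -70% and -50%; inactive = maximum activity change above -50%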; note: % is set by controls: 0 for no effect and ±100 for the full control effect
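U2OS cells were transduced with wild-type KCNH2 virus (2.03 x 10^8 / mL) for 4 h at room temperature, then cultured overnight at 37 C. Thallium flux was read with FluxOr dye. Rate constants were normalized to DMSO controls.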
FBPA coupling cs – inhibits coupling enzyme system, counter-screen for aldolase hits; 290,000 compounds, 0.67% hits; coupling enzyme system counterscreen, AmpLite Red fluorescence; activity change, negative = inhibition, % at 58.2 µM, hits read low; AID 2472; in the data active = activity change below about -30%; note: % is set by controls: 0 for no effect and ±100 for the full control effect
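Counterscreen of the coupled detection system alone, without aldolase: glyceraldehyde-3-phosphate coupling enzymes plus AmpLite Red readout. Compounds at 57.5 uM final, 10 min RT preincubation, 20 min RT reaction, fluorescence 525/598 nm.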
KCNH2 3.1 block – KCNH2 3.1 (human) potassium channel inhibition; U2OS KCNH2 3.1, thallium flux FluxOr; active compounds read low; 340,000 compounds, 0.95% hits; activity change, % (tested at about 1.8 µM);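 active = maximum activity change below -70%; inconclusive = maximum activity change from -70% to -50%; inactive = maximum activity change above -50%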;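 note: thallium influx rate constant from kinetic fluorescence after stimulation buffer; % is set by controls: 0 for no effect and ±100 for the full control effect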
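Kinetic fluorescence (2 min after stimulation buffer) measures Tl+ influx through KCNH2 3.1 expressed by viral transduction in U2OS cells; the rate constant is normalized against DMSO controls serving as positive and negative references.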
GALK inhibitor – inhibitors of human galactokinase | P51570 | Purified GALK, Kinase-Glo residual ATP luminescence | Potency, µM (highest dose often 57.5 µM), for the others: at the highest dose activity change, negative = inhibition, usual class: inhibitors | 270,000 compounds, 0.007% hits | AID 1868; note: potency is the fitted concentration of half-maximal effect; % is set by controls: 0 for no effect and ±100 for the full control effect
Target sequence (P51570 whole entry, looked up): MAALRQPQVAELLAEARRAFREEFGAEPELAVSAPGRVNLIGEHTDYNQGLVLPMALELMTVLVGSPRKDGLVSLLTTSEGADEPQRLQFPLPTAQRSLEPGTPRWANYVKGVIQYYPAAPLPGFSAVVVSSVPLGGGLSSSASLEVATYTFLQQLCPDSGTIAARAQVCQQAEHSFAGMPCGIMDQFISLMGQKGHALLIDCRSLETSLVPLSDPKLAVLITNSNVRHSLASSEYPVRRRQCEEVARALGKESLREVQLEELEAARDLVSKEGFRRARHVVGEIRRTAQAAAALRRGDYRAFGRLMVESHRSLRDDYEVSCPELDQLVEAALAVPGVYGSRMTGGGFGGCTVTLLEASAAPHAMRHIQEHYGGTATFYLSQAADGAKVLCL
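Compounds were pin-transferred into ATP buffer (35 uM final), then GALK plus galactose (5 nM, 100 uM final) was added. After 1 h at room temperature, Kinase-Glo Plus was added and luminescence read after 10 min.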
* = called active by the depositor; ? = inconclusive; · = not tested or not shown; [ ] = dose if it differs, or a comment. Unless noted, calls come from the whole dose curve; as a rule, active = well fitted curve in the direction sought with a large enough effect; inconclusive = small, poorly fitted or top-dose-only effect, or another doubt; inactive = no such curve, though single readings can be large; an effect the other way counts as inactive or inconclusive.

SMILES	a7 integrin act	S-ASM inh	CXXC DNA block	TRPV1 agonist	MBNL1-CUG inh	A-T KAP1 phos	hERG WT inh	FBPA coupling cs	KCNH2 3.1 block	GALK inhibitor
CC(C)CCN1C(=O)c2ccc(C(=O)OCn3nnc4ccccc4c3=O)cc2C1=O	17%	-14%	2%	2	5%	-4%	-3	0	-14	2%
CCC(=O)N1CCN(c2ccc(Cl)cc2NC(=O)Cc2ccc(Cl)cc2)CC1	-28%	-3%	1%	-7	-7%	·	22	-3	-75*	3%
Cc1nc(N2CCN(c3ccccc3)CC2)[nH]c(=O)c1CCC(C)C	?	1%	2%	-3	-2%	-1%	1	0	4	3%
CN1CC(c2ccc(C#N)cc2)C2(COc3ccccc3C2=O)C12C(=O)Nc1ccccc12 (stereo not given)	-1%	-1%	0%	-1	-6%	2%	-2	3	-6	0%
CNC[C@@H]1Oc2ccc(NC(=O)Nc3ccccc3)cc2C(=O)N([C@@H](C)CO)C[C@H]1C	0%	2%	·	·	·	1%	2	·	-3	·
Cc1cs/c(=N\N=C\c2ccccc2)n1Cc1ccco1	12%	-5%	-2%	4	3%	7%	2	-2	-13	0%
CCOC1OC(=O)C(Cl)=C1Nc1ccc(C)cc1C (stereo not given)	19%	2%	5%	-4	-17%	4%	-1	5	-9	1%
CCN(CC)c1ccc(/C=C(\C#N)c2ccccn2)cc1	-47%[inhibitor]	7%	11%	?	?	-4%	-4	-12	-19	0%
CC1CCN(C(C)C(=O)Nc2ccc(S(=O)(=O)N3CCCC3)cc2)CC1 (stereo not given)	-17%	-2%	·	18	·	-1%	2	·	16	·
NC(=O)c1ccc(NC(=O)C2CC2)cc1	26%	5%	4%	-2	-7%	1%	-3	2	-35	-1%
COC(=O)c1ccc(Oc2cc(C)nc(SC)n2)cc1	20%	1%	4%	-1	?	7%	-2	4	-10	2%
CC(OC(=O)c1nn(C)c(=O)c2ccccc12)C(=O)NC1CCCCC1C (stereo not given)	10%	0%	·	2	·	-2%	4	·	12	·
CC(NC(=O)C(NS(=O)(=O)c1cccs1)C(C)C)c1ccc(S(N)(=O)=O)cc1 (stereo not given)	-4%	-2%	·	1	·	-5%	13	·	-5	·
Cc1ccc(S(=O)(=O)NCc2cccnc2)cc1C(=O)NC1CCCCC1	7%	-3%	·	-1	·	-1%	12	·	4	·
CN(CCc1ccccn1)C(=O)CN(C)S(=O)(=O)c1ccc2c(c1)c(=O)n(C)c(=O)n2C	17%	7%	0%	0	-7%	2%	-9	-1	20	0%

Four entries from above, field by field:
CNC[C@@H]1Oc2ccc(NC(=O)Nc3ccccc3)cc2C(=O)N([C@@H](C)CO)C[C@H]1C
  a7 integrin act: 0%
  S-ASM inh: 2%
  CXXC DNA block: ·
  TRPV1 agonist: ·
  MBNL1-CUG inh: ·
  A-T KAP1 phos: 1%
  hERG WT inh: 2
  FBPA coupling cs: ·
  KCNH2 3.1 block: -3
  GALK inhibitor: ·

CCOC1OC(=O)C(Cl)=C1Nc1ccc(C)cc1C (stereo not given)
  a7 integrin act: 19%
  S-ASM inh: 2%
  CXXC DNA block: 5%
  TRPV1 agonist: -4
  MBNL1-CUG inh: -17%
  A-T KAP1 phos: 4%
  hERG WT inh: -1
  FBPA coupling cs: 5
  KCNH2 3.1 block: -9
  GALK inhibitor: 1%

Cc1cs/c(=N\N=C\c2ccccc2)n1Cc1ccco1
  a7 integrin act: 12%
  S-ASM inh: -5%
  CXXC DNA block: -2%
  TRPV1 agonist: 4
  MBNL1-CUG inh: 3%
  A-T KAP1 phos: 7%
  hERG WT inh: 2
  FBPA coupling cs: -2
  KCNH2 3.1 block: -13
  GALK inhibitor: 0%

CC(NC(=O)C(NS(=O)(=O)c1cccs1)C(C)C)c1ccc(S(N)(=O)=O)cc1 (stereo not given)
  a7 integrin act: -4%
  S-ASM inh: -2%
  CXXC DNA block: ·
  TRPV1 agonist: 1
  MBNL1-CUG inh: ·
  A-T KAP1 phos: -5%
  hERG WT inh: 13
  FBPA coupling cs: ·
  KCNH2 3.1 block: -5
  GALK inhibitor: ·

Continuation:
SMILES	a7 integrin act	S-ASM inh	CXXC DNA block	TRPV1 agonist	MBNL1-CUG inh	A-T KAP1 phos	hERG WT inh	FBPA coupling cs	KCNH2 3.1 block	GALK inhibitor
Cc1ccc(-n2ncc3c(=O)[nH]c(SCC(=O)N4CCCC4)nc32)cc1C	24%	-1%	-3%	2	-28%	-4%	1	0	9	·
COc1ccc(OC(=O)COc2ccccc2C)cc1	3%	6%	·	·	·	·	-1	·	-12	·
CNC(=O)c1cc2cc(Cc3ccccc3Cl)ccc2oc1=O	-5%	10%	3%	26	0%	0%	-5	-1	4	-1%
O=C(NCCCCc1ccccc1)c1ccc(F)cc1	11%	3%	·	·	·	·	-2	·	-40	·
CCOC(=O)[C@@H]1C(c2c(OC)cc(OC)cc2OC)=NO[C@@H]1C(=O)OCC	-12%	7%	4%	-3	-2%	1%	3	0	2	1%
O=C(O)CCCC(=O)NCCCc1ccccc1	24%	2%	0%	4	-6%	9%	2	5	3	2%
Oc1ccc(C[C@H]2CNC(=S)N2CC2CCCN2C[C@H](Cc2ccccc2)N2C[C@H](Cc3ccc(O)cc3)N(CCc3ccccc3)C2=S)cc1 (stereo not given in full)	-42%	?	·	·	·	·	-47	·	-48	·
COC(=O)c1ccccc1NC(=O)COC(=O)CO/N=C(\C)c1ccc2c(c1)OCO2	1%	0%	22%	6	-4%	2%	-2	·	-2	5%
CC(=O)Nc1cc(C(=O)CSc2nnc(C3CC3)n2C2CC2)ccc1O	-14%	-4%	·	0	·	4%	1	·	-6	·
CC(=O)NC1(c2ccccc2)CCN(Cc2nnnn2C(C)(C)C)CC1	16%	-2%	-2%	1	-1%	-3%	-4	0	-6	0%
O=C1CSC(c2cccnc2)N1c1ccc(Cl)cc1 (stereo not given)	20%	0%	17%	-4	-12%	2%	-6	3	-4	4%
CCN(CC)S(=O)(=O)c1ccc(N2CCCC2)c(NC(=O)c2ccc([N+](=O)[O-])o2)c1	-55%[inhibitor]	-1%	·	·	·	-2%	5	·	-9	·
CC(=O)c1cccc(NC(=O)N2CCCC2C(=O)Nc2cc(C)ccc2C)c1 (stereo not given)	7%	2%	-2%	-5	13%	1%	-1	2	8	-3%
O=C(COC(=O)COc1ccc(Br)cc1)NCc1ccc2c(c1)OCO2	2%	-4%	·	·	·	25%	4	·	-8	·
COc1ccc(C(=O)NC(C)c2nnc(SCC(=O)NC3CCCCC3)n2C)cc1 (stereo not given)	-127%	6%	2%	-2	-5%	16%	5	-3	9	3%
Cc1ccccc1NCCC(=O)Nc1ccc(F)cc1	4%	3%	10%	?	-3%	-5%	0	-1	-4	1%
CCN(c1ccccc1)S(=O)(=O)c1cc(C(=O)Oc2ccc3c(C)cc(=O)oc3c2)ccc1C	23%	·	?	-1	·	-4%	11	0	-11	1%
COc1ccc(Cl)cc1NC(=O)CN1CCN(C(=O)N2CCOCC2)CC1	3%	4%	·	·	·	·	6	·	-8	·
COc1ccc(CCNc2nc3c(c(=O)n(C)c(=O)n3C)n2C)cc1OC	-10%	2%	1%	-6	3%	-4%	13	1	31	0%
Cn1ccnc1SCC(=O)c1c[nH]c2ccccc12	14%	2%	-5%	1	3%	-1%	3	-3	8	-1%
CC(=O)NCCOc1ccc(C(=O)O)cc1	-14%	0%	-16%	-2	-1%	-10%	9	2	6	-1%
COc1ccccc1C#Cc1ccc2c(=O)c3ccccc3n(C)c2c1	0%	261%[activator]	23%	13	6%	5%	·	-2	·	·
COc1ccc(C(O)(CCC(C)C)C(CN2CCOCC2)c2ccc(Cl)cc2)cc1 (stereo not given)	-46%[inhibitor]	-3%	6%	?	3%	·	-6	-1	-5	-1%
Cc1csc(C(=O)O)c1NC(=O)c1cccc([N+](=O)[O-])c1	7%	0%	5%	-2	?	9%	-2	-3	-8	1%
O=C(NCCN1C(=O)C2C3C=CC(C3)C2C1=O)Nc1ccccc1O (stereo not given)	0%	3%	6%	0	-7%	0%	1	1	-8	1%
Cc1ccc(OCc2ccc(C#N)cc2)c(C(=O)c2cc(C#N)c(=O)n(C3CC3)c2)c1	-12%	58%[activator]	2%	-1	-25%	4%	·	1	5	-2%
CCNC(=S)N(CCc1c(C)[nH]c2ccc(OC)cc12)Cc1cccnc1	-5%	-1%	?	1	-9%	18%	3	2	-6	-3%
Cc1cc(Nc2ccccc2)nn1C(=O)c1ccc(Br)cc1	7%	-28%	2%	5	-3%	6%	-1	2	-5	0%

Rows are unselected; overall some 2% were active at least once.
